High-throughput results as filed in PubChem BioAssay.
Rab2 wt GTP: changes GTP binding to wildtype dog Rab2A, up or down; P61105; GST-Rab2 wt beads, Bodipy-GTP binding, flow cytometry; GTP binding activity, % at 10 µM; hit rate 0.19% among 190,000; AID 760;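 active = GTP binding activity at least 20 points away from 100%, either lowered or raised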;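 also: 0% = beads with excess unlabeled GTP and 100% = no-compound control corrected for plate trend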
Rac1 mut GTP: human Rac1 activated mutant GTP binding change | P63000 | percent activity (GTP binding), % at 10 µM | GST-Rac1 activated beads, fluorescent GTP binding, flow cytometry; actives lie on both sides; 100% means binding = to untreated wells | hit rate 0.11% among 190,000 | AID 764;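 active = GTP binding at least 20 percentage points away from the 100% baseline, in either direction, so actives lie on both sides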
Cdc42 wt GTP: changes GTP binding to wildtype human Cdc42; GST-Cdc42 beads, Bodipy-GTP binding, flow cytometry; actives lie on both sides; P60953; AID 761; hit rate 0.2% among 190,000; percent activity (GTP binding), % at 10 µM;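 active = percent activity GTP binding at least 20 points away from the 100% baseline, either down as inhibitor or up as activator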;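 also: median bead fluorescence of bound Bodipy-FL-GTP at 100 nM; 0% = excess unlabeled GTP control and 100% = no compound control; below 100% means less GTP binding so inhibitor and above means activator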
Target sequence (P60953 whole entry, looked up): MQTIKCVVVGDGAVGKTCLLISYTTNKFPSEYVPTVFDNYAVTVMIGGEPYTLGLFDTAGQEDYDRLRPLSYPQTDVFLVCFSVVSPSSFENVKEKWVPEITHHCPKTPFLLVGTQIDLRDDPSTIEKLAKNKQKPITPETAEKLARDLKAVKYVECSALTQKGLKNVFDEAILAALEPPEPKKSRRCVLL
Avidin fluor: avidin bead compound fluorescence profile. Avidin beads, compound fluorescence 488/530 nm, flow cytometry; hits give high values. hit rate 0.38% among 220,000. fluorescence (KMESF) at 10 µM; in the data active = fluorescence above about 47; also: inactives centre near 10
Mcl1-Noxa inh: Mcl-1/Noxa interaction inhibition | inhibition, % at 21.7 µM | AID 1022 | TR-FRET Mcl-1/Noxa peptide binding, 2 h | hit rate 1.5% among 220,000 | Q07820;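 active = compounds that cut the protein-peptide binding signal by more than 50% relative to plate controls in a single-dose test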;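 also: His-tagged Mcl-1 with rhodamine Noxa BH3 peptide and terbium anti-His antibody; 0% = Mcl-1 plus Noxa peptide wells and 100% = peptide-only wells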
Target sequence (Q07820 whole entry, looked up): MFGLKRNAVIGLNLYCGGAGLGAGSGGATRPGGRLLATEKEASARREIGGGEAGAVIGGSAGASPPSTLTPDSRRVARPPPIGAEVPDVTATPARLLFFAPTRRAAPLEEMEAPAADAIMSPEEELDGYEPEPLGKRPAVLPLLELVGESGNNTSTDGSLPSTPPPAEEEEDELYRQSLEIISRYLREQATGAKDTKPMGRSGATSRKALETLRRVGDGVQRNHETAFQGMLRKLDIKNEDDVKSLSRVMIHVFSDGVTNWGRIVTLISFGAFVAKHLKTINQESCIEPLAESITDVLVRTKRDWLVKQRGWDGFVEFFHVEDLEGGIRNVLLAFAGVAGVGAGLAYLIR
Mcl1-Bid inh: Mcl-1/Bid interaction inhibition. Q07820. TR-FRET Mcl-1/Bid-Dy647 peptide binding, 1536-well. inhibition, % at 21.7 µM. hit rate 0.97% among 220,000;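 active = compounds that cut the binding signal by more than half at the single screening dose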;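 also: His-tagged Mcl-1 with europium anti-His antibody binding Bid BH3 peptide; 0% = Mcl-1 plus peptide wells and 100% = peptide-only wells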
Rac1 wt modul: modulators of human Rac1 wildtype GTP binding | GTP binding activity (% of control), % at 10 µM | GST-Rac1 beads, fluorescent GTP binding, flow cytometry; actives lie on both sides; 0 = cold GTP competed, 100 = untreated | hit rate 0.27% among 190,000;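 active = GTP binding activity at least 20 points away from the 100% control level, either lower or higher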
Rab7 wt GTP bind: dog Rab7 wildtype GTP binding, inhibitors and activators; GST-Rab7 beads, fluorescent GTP binding, flow cytometry; actives lie on both sides; untreated = 100%, excess cold GTP = 0%; GTP binding activity (percent of control), % at 10 µM; hit rate 0.055% among 190,000; AID 758;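 active = fluorescent GTP binding to Rab7 beads changed by at least 20 points from the 100% baseline, either direction, mostly lower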;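 also: median green fluorescence of bound Bodipy-FL-GTP per Rab7 bead population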
Pf gamet viab: kills late stage P. falciparum gametocytes; hit rate 0.065% among 150,000; P. falciparum stage V gametocytes, ATP luminescence, 24 h; AID 743093; inhibition, % at 10.9 µM;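 active = inhibition above the mean plus 3 SD of compounds within the control limits, set per campaign, cut at about 38% in these data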;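 also: 0% = DMSO wells and 100% = medium only without gametocytes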
GSH fluor: compound fluoresces at 488/530 nm on GSH beads. GSH beads flow cytometry, compound fluorescence 488/530 nm; hits give high values. fluorescence (KMESF) at 10 µM. hit rate 0.25% among 190,000; in the data active = fluorescence above about 89;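 also: glutathione beads carrying GST-tagged Bcl family fusion proteins plus one bare bead set; values are compound well signal with DMSO vehicle wells as background; inactives centre near 16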
HRas wt GTP: modulators of GTP binding to human HRas wildtype | GST-Ras wt beads, Bodipy-FL-GTP binding, flow cytometry; actives lie on both sides | GTP binding activity, % at 10 µM | hit rate 0.14% among 190,000;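 active = GTP binding activity at least 20% away from the 100% baseline, either lowered as inhibitor or raised as activator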;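 also: 0% = unlabeled GTP competition control and 100% = no-compound control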
Target sequence (P01112 whole entry, looked up): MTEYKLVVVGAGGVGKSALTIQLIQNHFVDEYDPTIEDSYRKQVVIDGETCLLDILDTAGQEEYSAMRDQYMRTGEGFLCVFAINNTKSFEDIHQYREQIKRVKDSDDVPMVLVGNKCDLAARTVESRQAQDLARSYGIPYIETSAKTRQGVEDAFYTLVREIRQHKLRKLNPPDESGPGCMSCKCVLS
The depositor's hits bear a star; nt = not tested or not shown.

Start of the listing, in advance:
SMILES | Rab2 wt GTP | Rac1 mut GTP | Cdc42 wt GTP | Avidin fluor | Mcl1-Noxa inh | Mcl1-Bid inh | Rac1 wt modul | Rab7 wt GTP bind | Pf gamet viab | GSH fluor | HRas wt GTP
CC(=O)c1cc(-c2ccccc2)n(CCC(=O)NC2CCC(C)CC2)c1C (stereo not given) | 99 | 103 | 105 | 32 | 0 | 7 | 101 | 102 | -22 | 6 | 102
CN(c1cccc(Cl)c1)S(=O)(=O)c1cccc(C(=O)NC2=NCCS2)c1 | 95 | 92 | 97 | 34 | -2 | 14 | 95 | 95 | 20 | 12 | 97
CC(NC(=O)c1cc(S(=O)(=O)N(C)C)ccc1N1CCCC1)C1CC2CCC1C2 (stereo not given) | 96 | 98 | 98 | 8 | 1 | 4 | 103 | 94 | 26 | 15 | 97
CCOc1[nH]n(-c2ccccc2)c(=O)c1C=Nc1ccc(F)cc1F | 101 | 99 | 103 | 9 | 6 | -9 | 104 | 100 | 5 | 12 | 103

The list itself, from the first entry:
SMILES | Rab2 wt GTP | Rac1 mut GTP | Cdc42 wt GTP | Avidin fluor | Mcl1-Noxa inh | Mcl1-Bid inh | Rac1 wt modul | Rab7 wt GTP bind | Pf gamet viab | GSH fluor | HRas wt GTP
CC(=O)c1cc(-c2ccccc2)n(CCC(=O)NC2CCC(C)CC2)c1C (stereo not given) | 99 | 103 | 105 | 32 | 0 | 7 | 101 | 102 | -22 | 6 | 102
CN(c1cccc(Cl)c1)S(=O)(=O)c1cccc(C(=O)NC2=NCCS2)c1 | 95 | 92 | 97 | 34 | -2 | 14 | 95 | 95 | 20 | 12 | 97
CC(NC(=O)c1cc(S(=O)(=O)N(C)C)ccc1N1CCCC1)C1CC2CCC1C2 (stereo not given) | 96 | 98 | 98 | 8 | 1 | 4 | 103 | 94 | 26 | 15 | 97
CCOc1[nH]n(-c2ccccc2)c(=O)c1C=Nc1ccc(F)cc1F | 101 | 99 | 103 | 9 | 6 | -9 | 104 | 100 | 5 | 12 | 103
COc1ccc(OC)c(N)c1 | 102 | 99 | 103 | 7 | 14 | -70 | 99 | 97 | -24 | 60 | 102
CC(C)(C)[C@@H]1C=C(C(=O)NCc2ccccc2)O[C@H](OCc2ccc(CO)cc2)C1 | 98 | 96 | 93 | 5 | -23 | -3 | 99 | 101 | 8 | 17 | 97
Cc1ccc(C(=O)NCCc2nc3ccccc3[nH]2)cc1[N+](=O)[O-] | 95 | 99 | 98 | 3 | 16 | -16 | 101 | 96 | -11 | 5 | 98
CC(C)Cc1nc2ccc(N)cc2[nH]1 | 96 | 96 | 96 | 10 | 19 | -11 | 100 | 102 | 22 | 14 | 94
CCN(CCn1cccn1)C(=O)CC1C(=O)NCCN1Cc1cc(OC)cc(OC)c1 (stereo not given) | 99 | 96 | 97 | 3 | 1 | -25 | 101 | 101 | nt | 9 | 98
CCOc1ccc(CN2CCN(Cc3nc(C(C)C)cs3)CC2CCO)cc1 (stereo not given) | 97 | 96 | 99 | 4 | 4 | -16 | 100 | 103 | 8 | 12 | 98
O=C1CSC(c2ccncc2)N1Cc1ccco1 (stereo not given) | 100 | 98 | 104 | 8 | -1 | -19 | 102 | 97 | -5 | 28 | 101
COc1ccc(CCNC(=O)COc2nsnc2N2CCOCC2)cc1OC | 98 | 100 | 98 | 5 | 5 | -24 | 105 | 99 | nt | 11 | 101
O=c1cc(-c2ccccc2)c2c([nH]1)CCCC2 | 96 | 99 | 101 | 22 | 10 | -25 | 102 | 96 | 8 | 11 | 101
CCCNS(=O)(=O)c1ccc(CCC(=O)Nc2cc(Cl)ccc2Oc2ccccc2)cc1 | 98 | 98 | 100 | nt | 5 | 3 | 103 | 96 | nt | 20 | 102
CCOc1cc(N2CCOCC2)c(OCC)cc1NC(=O)C1CCCC1 | 105 | 98 | 101 | 11 | -16 | -79 | 98 | 99 | nt | 18 | 102
CCOc1cc(C)c(C(C)C)cc1S(=O)(=O)n1cnc(C)c1 | 93 | 94 | 92 | 10 | 20 | 15 | 97 | 95 | -14 | 18 | 93
COc1nc(NCCc2ccc(OC)c(OC)c2)nc(NC(C)(C)CO)n1 | 99 | 98 | 101 | 22 | -3 | -5 | 103 | 102 | -22 | 14 | 101
COC(=O)C1=C(C)N(CC2CCCO2)C(=O)/C1=C\c1ccc(O)cc1 (stereo not given) | 104 | 100 | 107 | 11 | 13 | -25 | 105 | 104 | -22 | 24 | 103
Cc1ccc(C(=O)NCCNc2ccc(Cl)cc2[N+](=O)[O-])o1 | 100 | 98 | 106 | 23 | 6 | -24 | 105 | 98 | 4 | 9 | 101
Cn1c(NC(=O)c2ccc(Br)o2)cc(=O)n(C)c1=O | 101 | 98 | 99 | 12 | 21 | -17 | 100 | 98 | 10 | 37 | 98
O=C1OC(Nc2nc3ccccc3s2)c2ccccc21 (stereo not given) | 95 | 96 | 97 | 5 | 11 | 5 | 98 | 96 | nt | 32 | 96
CCOc1cc(/C=N/N=C2/NC(=O)C(CC(=O)O)S2)ccc1OS(=O)(=O)c1ccc(C)cc1 (stereo not given) | 95 | 92 | 97 | 20 | 10 | -18 | 95 | 101 | nt | 12 | 93
Cc1cc2oc(=O)cc(CN3CCOCC3)c2cc1C | 100 | 98 | 101 | 8 | 3 | -18 | 101 | 102 | nt | 12 | 100
CC1CCN(Cc2ccc(-c3nn[nH]n3)cc2)CC1 | 103 | 100 | 104 | 21 | 2 | -6 | 100 | 98 | nt | 24 | 106
COC(=O)c1c(C(=O)OC)c(-c2ccccc2)n2c1CS(=O)C2 (stereo not given) | 97 | 96 | 98 | 8 | -1 | 8 | 97 | 99 | nt | 56 | 98

Among those listed so far, these have a nitro group on carbon.
SMILES | Rab2 wt GTP | Rac1 mut GTP | Cdc42 wt GTP | Avidin fluor | Mcl1-Noxa inh | Mcl1-Bid inh | Rac1 wt modul | Rab7 wt GTP bind | Pf gamet viab | GSH fluor | HRas wt GTP
Cc1ccc(C(=O)NCCc2nc3ccccc3[nH]2)cc1[N+](=O)[O-] | 95 | 99 | 98 | 3 | 16 | -16 | 101 | 96 | -11 | 5 | 98
Cc1ccc(C(=O)NCCNc2ccc(Cl)cc2[N+](=O)[O-])o1 | 100 | 98 | 106 | 23 | 6 | -24 | 105 | 98 | 4 | 9 | 101

(listing goes on)
SMILES | Rab2 wt GTP | Rac1 mut GTP | Cdc42 wt GTP | Avidin fluor | Mcl1-Noxa inh | Mcl1-Bid inh | Rac1 wt modul | Rab7 wt GTP bind | Pf gamet viab | GSH fluor | HRas wt GTP
OC1(c2ccccc2F)CCN(Cc2nnnn2Cc2ccc(F)cc2)CC1 | 95 | 95 | 100 | 11 | -3 | -18 | 96 | 96 | 6 | 13 | 95
COc1cc(C(=O)Oc2cc(C)[nH]c(=O)c2[N+](=O)[O-])cc(OC)c1OC | 98 | 100 | 104 | 7 | 30 | 25 | 104 | 93 | nt | 16 | 102
Cc1ccc(CCC(=O)Nc2ncc(Cc3cccc(Cl)c3Cl)s2)o1 | 99 | 97 | 104 | 8 | -21 | -21 | 102 | 100 | 5 | 21 | 100
CCNc1nc(NCC)nc(OCCOC(=O)COc2ccc(Cl)cc2Cl)n1 | 101 | 98 | 97 | 4 | -1 | -2 | 101 | 96 | nt | 14 | 99
Cc1ccc2nc3c(cc(C(N)=S)c(=N)n3CCCOC(C)C)c(=O)n2c1 | 100 | 101 | 105 | 5 | -4 | -28 | 104 | 100 | nt | 17 | 102
Cn1c(=O)c2c(ncn2CC(=O)NC(C)(C)C)n(C)c1=O | 108 | 102 | 107 | 7 | -4 | -39 | 106 | 102 | 5 | 68 | 107
CCOc1ccc2[nH]c(=O)c(CN(CCc3ccccc3)C(=O)c3cnccn3)cc2c1 | 101 | 97 | 101 | 9 | -1 | -5 | 97 | 102 | nt | 10 | 100
C#CC[N+]1(CC#Cc2ccccc2)CCCC1 | 101 | 99 | 99 | 6 | -6 | -21 | 103 | 102 | nt | 12 | 96
Cc1nc2ccccc2c2nc(N)nn12 | 97 | 98 | 101 | 7 | 17 | 2 | 101 | 93 | nt | 14 | 99
O=C(COc1ccccc1Cl)NCc1ccncc1 | 104 | 103 | 105 | 23 | -4 | -9 | 106 | 101 | nt | 19 | 101
O=C(Nc1ccc(F)c(F)c1)c1cnc(-c2ccccc2)nc1-c1ccccc1 | 101 | 98 | 100 | 11 | 12 | 5 | 105 | 104 | 29 | 27 | 101
O=C(COC(=O)c1ccc(S(=O)(=O)NCc2ccco2)cc1)Nc1ccc(OC(F)F)cc1 | 100 | 99 | 106 | 9 | -14 | -100 | 105 | 102 | nt | 57 | 103
COc1cccc(N2CCN(Cc3nc4scc(-c5ccccc5)c4c(=O)[nH]3)CC2)c1 | 97 | 96 | 97 | 14 | -4 | -38 | 98 | 95 | -9 | 13 | 96
Nc1ccc2oc(-c3ccc4nc[nH]c4c3)nc2c1 | 95 | 97 | 99 | 6 | 17 | -10 | 99 | 96 | -7 | 14 | 96
CCn1c(=O)c(C(=O)NCCN2CCCCC2)c(O)c2ccccc21 | 99 | 99 | 101 | 6 | 13 | 18 | 109 | 95 | -35 | 16 | 99
Cc1ccc(CSc2nnc(NC(=O)Cn3cnc4ccccc4c3=O)s2)cc1 | 92 | 92 | 92 | 4 | -9 | -4 | 93 | 100 | 4 | 24 | 94
Cc1ccc(NC(=O)CSc2nnc(-c3cccs3)o2)cc1S(=O)(=O)N1CCCCC1 | 98 | 97 | 96 | 13 | 20 | -32 | 99 | 96 | 8 | 11 | 98
O=c1c2ccccc2nc(SCc2cccc(F)c2)n1C1CCCC1 | 98 | 97 | 99 | 13 | -2 | -27 | 102 | 97 | -21 | 18 | 98
COc1ccc(N2CCN(CC(=O)Nc3nc4c(s3)CC(C)CC4)CC2)cc1 (stereo not given) | 99 | 100 | 100 | 8 | 4 | -56 | 101 | 100 | nt | 27 | 100
CS(=O)(=O)NCCSCc1ccco1 | 105 | 101 | 106 | 7 | 5 | -19 | 104 | 102 | nt | 18 | 105
Cc1oc(-c2ccc(Cl)cc2)nc1CN1CCCC(C(=O)NCc2cccnc2)C1 (stereo not given) | 100 | 95 | 103 | 16 | 8 | -22 | 99 | 101 | 2 | 4 | 103
C=CCc1cccc(CNc2ccc(Br)cc2)c1O | 97 | 94 | 95 | 3 | 18 | -12 | 98 | 105 | 8 | 10 | 98
CC12CCC(C(=O)NCc3ccccc3Cl)(C(Br)C1=O)C2(C)C (stereo not given) | 101 | 96 | 100 | 1 | 5 | -15 | 101 | 102 | -7 | 6 | 99
COCCOC(=O)C1=C(C)Nc2ncnn2C1c1ccccc1 (stereo not given) | 96 | 93 | 97 | 13 | 2 | 1 | 96 | 95 | -2 | 31 | 97
c1ccc2[nH]c(CN3CCOCC3)nc2c1 | 102 | 100 | 101 | 7 | 12 | 98* | 103 | 102 | nt | 16 | 102
Cc1nn(Cc2ccccc2)c(C)c1NC(=O)CSc1n[nH]c(C)c1[N+](=O)[O-] | 99 | 100 | 100 | 8 | 8 | -18 | 101 | 98 | 10 | 8 | 99
O=C(Nc1ccc(Cl)cc1)N1CCOC12CCCCC2 | 96 | 93 | 95 | 13 | -3 | -7 | 100 | 101 | -8 | 15 | 98
